High-throughput results: PubChem BioAssay, several laboratories
Hck-Nef inh – human Hck-Nef kinase inhibition; Recombinant Hck-YEEI plus Nef, Z-Lyte FRET kinase assay; 220,000 tested, 0.68% active; inhibition, % at 20 µM; AID 463187; P08631;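 active = Hck-Nef kinase inhibition above about 50%, limit read from the data; inactive = inhibition below that limit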;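 also: 0% = DMSO with Hck plus Nef and 100% = Hck alone without Nef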
Rad51 HR inh – blocks human Rad51 in homologous recombination. Q06609. hRad51 DNA strand exchange, fluorescence dequenching. inhibition, % at 10 µM. 200,000 tested, 0.085% active. AID 1385;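 active = inhibition above 40% at the single screening dose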;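 also: 0% = DMSO control wells and 100% = blanks with heterologous ssDNA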
Target sequence (Q06609 whole entry, looked up): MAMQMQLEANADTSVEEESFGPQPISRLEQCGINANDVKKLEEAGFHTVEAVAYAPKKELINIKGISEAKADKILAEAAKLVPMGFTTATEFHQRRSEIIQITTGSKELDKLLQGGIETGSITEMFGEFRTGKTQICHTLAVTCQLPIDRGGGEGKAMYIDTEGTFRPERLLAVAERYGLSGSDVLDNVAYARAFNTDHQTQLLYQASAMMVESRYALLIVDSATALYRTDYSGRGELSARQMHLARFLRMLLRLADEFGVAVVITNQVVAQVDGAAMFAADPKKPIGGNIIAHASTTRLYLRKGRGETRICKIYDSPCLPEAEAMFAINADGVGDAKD
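System: human Rad51 nucleoprotein filaments preassembled on unlabelled ssDNA. Reagent: labelled 47-mer dsDNA for strand exchange. Schedule: 30-min compound preincubation and 15-min exchange, both room temperature. Measured by: FRET fluorescence dequenching, excitation 485 nm, emission 520 nm. Read-out: Fluorescence-based percent inhibition, control- and blank-normalised. Benchmarks: plate controls and plate blanks.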
L929 necroptosis – L929 zVAD cell death inhibition | 220,000 tested, 0.38% active | L929 zVAD necroptosis rescue, ATP luminescence, 24 h; with zVAD 60 µM | viability rescue, % at 10 µM;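 active = activation, scaled between plate controls, above about 75%, limit read from the data; inactive = activation under that limit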;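 also: 0% = zVAD with DMSO and 100% = DMSO alone without zVAD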
Calpain2 inh – blocks pig calpain II enzyme activity. purified calpain II, fluorogenic peptide substrate, 30 min. 220,000 tested, 0.37% active. AID 1236. inhibition, % at 16 µM;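 active = inhibition above about 50%, limit read from the data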
eIF4E 4G PPI – eIF4E/eIF4G interaction inhibition in translation initiation; P63073+Q04637; TR-FRET eIF4E-eIF4GI(517-606) binding, 2 h; inhibition, % at 21.7 µM; 220,000 tested, 0.37% active;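 active = inhibition above about 30%, limit read from the data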;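 also: 0% = full FRET control wells and 100% = background wells lacking eIF4GI fragment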
EP2 modulator – modulators of human EP2 prostaglandin E2 receptor | P43116 | EP2-expressing cells, cAMP HTRF FRET, PGE2 co-stimulation | induction, % at 25 µM | 260,000 tested, 0.83% active | AID 940;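 active = compounds whose cAMP rise, as percent of the full-agonist control response, exceeds 60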;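 also: rat C6 glioma line stably carrying human EP2 under a CMV promoter; the protocol text gives 20 µM as final concentration; 100% = response of wells given 1 µM PGE2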
Target sequence (P43116 whole entry, looked up): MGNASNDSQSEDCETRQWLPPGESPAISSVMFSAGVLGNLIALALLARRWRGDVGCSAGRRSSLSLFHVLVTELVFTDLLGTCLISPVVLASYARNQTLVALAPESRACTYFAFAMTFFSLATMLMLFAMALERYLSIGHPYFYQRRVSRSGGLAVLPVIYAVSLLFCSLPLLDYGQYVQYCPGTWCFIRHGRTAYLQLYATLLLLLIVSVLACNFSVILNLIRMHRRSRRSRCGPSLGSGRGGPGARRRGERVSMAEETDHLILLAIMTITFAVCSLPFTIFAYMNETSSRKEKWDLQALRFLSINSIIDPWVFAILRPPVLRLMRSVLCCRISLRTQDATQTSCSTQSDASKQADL
PGE2 EP2 inh – EP2 receptor (human) inhibition; P43116; C6 glioma cells expressing human EP2, cAMP TR-FRET; cells stimulated with saturating PGE2; inhibition, % at 25 µM; 260,000 tested, 0.52% active; AID 1422;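 active = percent inhibition above 40 after rounding to a whole number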;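 also: rat C6 glioma host cells with rolipram phosphodiesterase inhibitor present; the protocol text gives 20 µM as final concentration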
14-3-3 Bad inh – disrupts binding of bovine 14-3-3 zeta to phospho-Bad peptide; 220,000 tested, 0.71% active; P63103; inhibition, % at 21.7 µM; AID 781; TR-FRET 14-3-3zeta/Dy647-pBad peptide displacement, 1 h;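 active = inhibition above about 70%, limit read from the data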;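 also: 0% = full 14-3-3 plus peptide FRET controls and 100% = background without 14-3-3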
Target sequence (P63103 whole entry, looked up): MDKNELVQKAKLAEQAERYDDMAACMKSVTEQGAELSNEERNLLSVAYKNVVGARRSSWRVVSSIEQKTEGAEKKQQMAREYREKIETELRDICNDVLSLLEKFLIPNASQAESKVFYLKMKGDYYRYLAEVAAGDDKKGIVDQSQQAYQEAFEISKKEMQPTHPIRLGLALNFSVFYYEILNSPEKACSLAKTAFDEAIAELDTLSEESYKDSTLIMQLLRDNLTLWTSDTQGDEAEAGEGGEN
Tb hexokinase – blocks Trypanosoma brucei hexokinase 1 activity. recombinant TbHK1, G6PDH-coupled NADH A340. inhibition, % at 10 µM. 220,000 tested, 0.11% active;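 active = inhibition of 50% or more in the single-dose primary screen; inactive = inhibition below 50%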
Numbers without * were called inactive; · = no result given; [ ] = another dose, or the depositor's remark. Only part of the results is shown. The share of hits here may be higher or lower than overall.

Compound | Hck-Nef inh | Rad51 HR inh | L929 necroptosis | Calpain2 inh | eIF4E 4G PPI | EP2 modulator | PGE2 EP2 inh | 14-3-3 Bad inh | Tb hexokinase
CN(C)CCCNCC(=O)NN(c1ccccc1)c1ccccc1 | 12 | -17 | 0.7 | 7 | 2 | 6 | 1 | 8 | -9
CCOc1ccc(CCNC(=O)C2CCCN(C(=O)N(C)C)C2)cc1OCC (stereo not given) | -1 | 4 | -0.2 | -16 | -1 | 10 | 4 | 2[fluorescence artefact?] | 0
O=[N+]([O-])c1ccc(COn2nnc3ccccc32)cc1 | -5 | 7 | 0.9 | -7 | 4 | 3 | 9 | 1 | -5
S=C(NCc1ccccc1)NN1CCOCC1 | -4 | 4 | 0.8 | -13 | 0 | 15 | 4 | -5 | -8
O=C(CN1C(=O)CSc2ccccc21)Nc1ccccc1C(=O)N1CCOCC1 | 1 | -4 | 3.4 | -33 | 3[fluorescence artefact?] | 33 | 9 | 6[fluorescence artefact?] | 2
CN1CCc2c(sc(NC(=O)c3cc4cc([N+](=O)[O-])ccc4s3)c2C(N)=O)C1 | 21 | -6 | -2.5 | -110 | -9 | -59 | 12 | 72* | -17
Cn1c(=O)c2c(nc(OCc3ccccc3)n2C)n(C)c1=O | 20 | 6 | 0.3 | 6 | 5 | 14 | 5 | 4 | 1
CC(=O)NC(C(=O)NCC(N)=O)C(C)C (stereo not given) | 0 | -4 | -0.5 | 10 | -2 | 9 | 9 | -2 | 6
CC(C)(C)C(=O)Nc1nnc(SCC(=O)NCc2cccs2)s1 | -1 | -6 | 1.0 | -12 | 0 | 13 | 7 | 6[fluorescence artefact?] | -1
CC(=O)Oc1ccc(OC(C)=O)c(SCCCCCCl)c1 | 5 | 1 | -1.2 | -10 | -2 | -54 | 8 | -9 | 2
Cc1ccnc(NC(=O)c2ccc(NC(=O)c3ccco3)cc2)c1 | 15 | -6 | 0.6 | -6 | 1 | -25 | 13 | 5 | 3
O=C(CSc1nnc(-c2ccccc2)n1-c1ccc(Cl)cc1)NC1CCS(=O)(=O)C1 (stereo not given) | 4 | 5 | -0.1 | -6 | -2 | 20 | 2 | 2 | 0
COc1ccc(S(=O)(=O)N2CN(Cc3ccco3)c3nc4ccccc4nc32)cc1 | 3 | -9 | -0.1 | -143 | 7[fluorescence artefact?] | 13 | 5 | 6 | -17
O=C(NCc1ccccc1)[C@@H]1C[C@H]1[C@@H](NP(=O)(c1ccccc1)c1ccccc1)c1ccccc1 | 0 | -5 | 0.2 | 12 | 7 | 29 | 10 | 8[fluorescence artefact?] | 3
O=C(/C=C\c1ccc2c(c1)OCO2)Nc1nnc(SCC(=O)OCc2ccccc2)s1 | 7 | 0 | 1.4 | -31 | 2 | -6 | 10 | -16[fluorescence artefact?] | -10
O=C(/C=C/c1ccccc1)NC1CC2CCCC(C1)N2Cc1ccccc1 (stereo not given) | 9 | -12 | -0.1 | -7 | -6 | -26 | 14 | 5 | 6
CC(Oc1ccccc1)C(=O)Nc1ccccc1F (stereo not given) | 0 | 3 | -0.2 | -14 | 2 | -9 | 20 | 56[fluorescence artefact?] | -1
COc1ccc(CC(=O)NC(C)CCc2ccccc2)cc1 (stereo not given) | 5 | -1 | 0.5 | -14 | 0 | 9 | 5 | -4 | 0
C/C(=N\NC(=O)Cc1cccn1C)c1cccc2ccccc12 | 24 | 6 | -1.2 | -8 | 1[fluorescence artefact?] | -3 | 23 | -8[fluorescence artefact?] | -2
Fc1cc(F)cc(NC(=S)NN2CCOCC2)c1 | -9 | 15 | 1.3 | 1 | -1 | 2 | 5 | -1 | -3
O=C(c1ccco1)N1CCN(C(=O)C2CC2)CC1 | 3 | · | 0.4 | 0 | 4[fluorescence artefact?] | 4 | 13 | 7[fluorescence artefact?] | -6
COc1ccc(C)cc1NCC(=O)Nc1ccc(C(C)(C)C)cc1 | -1 | 5 | 7.4 | 6 | -2 | 10 | 5 | 0[fluorescence artefact?] | 1
COCc1[nH]nc2c1C(c1ccc(OC)c(OC)c1)C(C#N)=C(N)O2 (stereo not given) | 1 | -1 | 0.3 | -3 | 3 | -7 | 7 | -2 | 4
CCOC(=O)C1=C(CS(=O)(=O)c2ccccc2)NC(=O)NC1c1cccc(OC)c1 (stereo not given) | -1 | -12 | -0.5 | 10 | 2 | -1 | 11 | -7 | -1
O=C(NNc1cc(N2CCOCC2)nc(N2CCOCC2)n1)C12CC3CC(CC(C3)C1)C2 | -2 | -5 | 0.1 | 20 | -11 | 8 | 2 | -13 | -1
Cn1c(=O)c2c(nc(Br)n2CCSc2nnnn2-c2ccccc2)n(C)c1=O | 0 | -4 | -0.3 | -5 | 1[fluorescence artefact?] | -11 | 0 | -3 | -4
Cc1cccc(NS(=O)(=O)c2ccc(NC(=O)CN(c3cc([N+](=O)[O-])ccc3C)S(C)(=O)=O)cc2)c1 | 1 | 9 | 0.1 | -17 | 4 | -32 | 15 | 9 | 6
O=C(Nc1ccc2c(c1)oc1ccccc12)c1cccnc1 | 2 | · | 2.7 | -128 | -4 | -8 | 17 | 26 | -5
CC(=O)c1cnn(-c2cc(Oc3cccc(C)c3)ncn2)c1C | 9 | 1 | -0.3 | 19 | 2 | 28 | 5 | 5 | -5
Cc1ccccc1OCc1nc2ccccc2c(=O)n1/N=C/c1cn[nH]c1-c1ccccc1 | 4 | 18 | 3.4 | 11 | -7 | 55 | 14 | -4 | -1

Sorted by number of heavy atoms (high to low): three of the compounds above
Compound | Hck-Nef inh | Rad51 HR inh | L929 necroptosis | Calpain2 inh | eIF4E 4G PPI | EP2 modulator | PGE2 EP2 inh | 14-3-3 Bad inh | Tb hexokinase
Cc1cccc(NS(=O)(=O)c2ccc(NC(=O)CN(c3cc([N+](=O)[O-])ccc3C)S(C)(=O)=O)cc2)c1 | 1 | 9 | 0.1 | -17 | 4 | -32 | 15 | 9 | 6
O=C(CN1C(=O)CSc2ccccc21)Nc1ccccc1C(=O)N1CCOCC1 | 1 | -4 | 3.4 | -33 | 3[fluorescence artefact?] | 33 | 9 | 6[fluorescence artefact?] | 2
CN1CCc2c(sc(NC(=O)c3cc4cc([N+](=O)[O-])ccc4s3)c2C(N)=O)C1 | 21 | -6 | -2.5 | -110 | -9 | -59 | 12 | 72* | -17

Further records:
Compound | Hck-Nef inh | Rad51 HR inh | L929 necroptosis | Calpain2 inh | eIF4E 4G PPI | EP2 modulator | PGE2 EP2 inh | 14-3-3 Bad inh | Tb hexokinase
O=C(c1ccc2c(=O)n(C3CCCC3)c(=S)[nH]c2c1)N1CCc2ccccc21 | 1 | -37 | -0.1 | -15 | 1 | 0 | 4 | -14[fluorescence artefact?] | 5
CC(C)c1[nH]nc2c1C(c1ccc(OC(=O)c3ccco3)cc1)C(C#N)=C(N)O2 (stereo not given) | 1 | 1 | 0.0 | -11 | 20 | -28 | 9 | 7 | 6
Cc1ccc(C(=O)NCCNC(=O)CN2CCCC2)cc1 | 2 | 2 | 3.6 | -48 | 1 | 13 | 9 | 8[fluorescence artefact?] | -3
CCOC(=O)N1CCN(C(=O)CSc2ncccn2)CC1 | -5 | 0 | -0.2 | -26 | -4[fluorescence artefact?] | 9 | 6 | -9 | -5
CCOC(=O)/C(=N\Nc1ccccc1)c1csc(Nc2ccc(C)cc2)n1 | -1 | -4 | 0.6 | -12 | 0 | 14 | 20 | 7 | -5
COc1ccc2nc(SCC(N)=O)[nH]c2c1 | 0 | 0 | -0.3 | -24 | -1 | 11 | 7 | -1 | -4
CC(C)SC1=NC(C)(C)C=C(/C=C/c2c(Cl)cccc2Cl)N1 | 0 | · | -0.2 | -1 | 4 | 12 | 17 | 36 | -7
CCn1cc(Br)c(C(=O)Nc2ccc(F)c(Cl)c2)n1 | 0 | -1 | 2.9 | 18 | -4 | -11 | 5 | -9 | 1
CSc1ccc(/C=N/NC(=O)CNc2cccc3ccccc23)cc1 | 2 | 26 | 0.3 | -5 | 1[fluorescence artefact?] | -2 | 7 | 1 | -32
COc1ccc(-n2c(COc3ccc4c(c3)OCO4)nnc2SCC(=O)O)cc1 | 23 | 2 | 4.4 | -25 | 1 | 20 | 1 | -13 | -4
CC(C)(C)c1ccc(S(=O)(=O)NC(Cc2ccccc2)C(=O)O)cc1 (stereo not given) | -2 | -8 | 2.3 | -12 | -7[fluorescence artefact?] | 9 | 7 | 5[fluorescence artefact?] | -5
Cc1cc(C)cc(OCCCC(=O)O)c1 | 13 | 6 | 0.6 | 13 | -8 | -1 | 5 | -10[fluorescence artefact?] | 3
COC(=O)c1ccccc1S(=O)(=O)N(CCCN1CCOCC1)Cc1cccs1 | 6 | 0 | 0.1 | 11 | 2 | -15 | 10 | 17 | 4
COc1cccc2c(=S)c(CCC(C)=O)c(C)[nH]c12 | 6 | 9 | 0.2 | -94 | 2 | 63* | 7 | 6 | -8
Cc1sc2nc(COC(=O)c3ccc(O)cc3)[nH]c(=O)c2c1C | 13 | -1 | 1.4 | 21 | 3 | -16 | 21 | -1 | -6
CCCNC(=O)c1sc2c(c1C(=O)Nc1ccccn1)CCCC2 | 11 | 0 | -0.2 | 25 | 1 | 32 | 6 | -1 | 3
CC(C)C[C@@H](N)c1nnc(SCC(=O)c2ccc(Cl)cc2)o1 | 0 | 3 | 0.2 | -2 | 6 | 14 | 4 | 13[fluorescence artefact?] | 2
COC(=O)CCC(=O)OC1(C)C(=O)C2=CN(CC(C)C)C(c3ccc(OC)cc3)=CC2=C(Br)C1=O (stereo not given) | 13 | -13 | -0.8 | -42 | -1 | -6 | 9 | 0 | -28
COc1ccc(N2C(=O)C(Cl)=C(Nc3ccccc3OC)C2=O)cc1 | 2 | · | · | 29 | 2 | 23 | 7 | 5[fluorescence artefact?] | -2
O=C1S/C(=C\c2ccccn2)C(=O)N1Cc1ccccc1F | 5 | 2 | 0.8 | -15 | 13 | 20 | 4 | -9 | -6
COC(=O)c1cc(Cl)c(NC(=O)/C=C/c2ccc(OC)c(OC)c2)cc1OC | 0 | -5 | -0.2 | -232 | 4 | -18 | 22 | 4 | -17
Cc1[nH]c2ccccc2c1C(c1ccncc1)N1CCN(c2ccccn2)CC1 (stereo not given) | 3 | 2 | 4.5 | -55 | 0 | -14 | 9 | -4 | -4
COc1ccc(-c2nc(O)c3cnccn23)cc1 | 0 | -11 | 0.0 | 21 | -1 | 10 | 6 | 8 | -18
O=C(NC1CCCC1)C1CC(=O)N(CCc2ccccc2)C1 (stereo not given) | 3 | -9 | 0.7 | 13 | -1[fluorescence artefact?] | 5 | 14 | 0 | -3
Cc1cccc(C(=O)N(c2ccccn2)C(C)c2ccco2)c1 (stereo not given) | 22 | -3 | 1.0 | -10 | 0 | 36 | 6 | -6 | 1
O=C(Nc1ccc2c(c1)OCO2)Nc1ccc(Br)cn1 | 6 | -1 | 79* | 15 | -12 | -5 | 3 | 5 | 0
CN(c1ccc(C(=O)Nc2ccccn2)cc1)S(=O)(=O)c1ccccc1 | -7 | 3 | 1.6 | 26 | 4 | -62 | 6 | -5 | -5
CCOc1cc(N2CCOCC2)c(OCC)cc1NC(=O)c1cccc(N(C)C)c1 | 26 | 0 | 1.0 | -26 | 4 | 5 | 5 | -15 | -7
C/C(=N\Nc1nc2ccccc2[nH]1)c1cc2ccccc2o1 | 2 | 1 | 7.7 | 26 | -2 | 0 | 13 | -12 | -36
O=C(Nc1ccc(Cl)cc1)N(C1=NCCC1)c1ccc(OC(F)F)cc1 | -1 | 5 | 0.2 | 4 | -1 | -40 | 1 | 11 | 11
CC(c1ccccn1)N(CCN(C)C)C(=S)Nc1ccccc1F (stereo not given) | -2 | 3 | 0.9 | -40 | -7[fluorescence artefact?] | 1 | 6 | -6[fluorescence artefact?] | -6
Cc1cc(NC(=O)CSc2nnc(-c3c[nH]c4ccccc34)n2C)no1 | 2 | 0 | -1.0 | 27 | 5 | 11 | 10 | -3 | -2
